p53 reactivation: mutant p53 re-activation in reporter cells | H1299 p53-A138V BP100-luciferase reporter, luminescence, 24 h | Potency, µM (highest dose often 92.2 µM), without a hit: at the top dose activity change, positive = activation, actives largely listed as activators | 320,000 tested, 0.063% active; note: potency is the fitted concentration of half-maximal effect; % of control where 0% means no effect; nearly all actives have a fitted effect of over 45% in size
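H1299 (p53-null), stable ts p53-A138V + BP100-Luc; 1000 cells/well, Opti-MEM/10% FBS; cpd 4 pt, 1:5; 24 h, 37 deg C, 5% CO2; detection reagent 10 min RT; luminescence.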
RORg inh: inhibitors of mouse ROR gamma transcriptional activity; 310,000 tested, 5.4% active; Drosophila S2 Gal4-RORgamma UAS-luciferase reporter, 20 h; Potency, µM (series often up to 53.6 µM), for the others: top-dose activity change, negative = inhibition, hits mostly inhibitors; P51450; note: potency is the fitted concentration of half-maximal effect; % is set by controls: 0 for no effect and ±100 for the full control effect; nearly all actives have a fitted effect of over 60% in size
Target sequence (P51450 whole entry, looked up, the tested form may be a part): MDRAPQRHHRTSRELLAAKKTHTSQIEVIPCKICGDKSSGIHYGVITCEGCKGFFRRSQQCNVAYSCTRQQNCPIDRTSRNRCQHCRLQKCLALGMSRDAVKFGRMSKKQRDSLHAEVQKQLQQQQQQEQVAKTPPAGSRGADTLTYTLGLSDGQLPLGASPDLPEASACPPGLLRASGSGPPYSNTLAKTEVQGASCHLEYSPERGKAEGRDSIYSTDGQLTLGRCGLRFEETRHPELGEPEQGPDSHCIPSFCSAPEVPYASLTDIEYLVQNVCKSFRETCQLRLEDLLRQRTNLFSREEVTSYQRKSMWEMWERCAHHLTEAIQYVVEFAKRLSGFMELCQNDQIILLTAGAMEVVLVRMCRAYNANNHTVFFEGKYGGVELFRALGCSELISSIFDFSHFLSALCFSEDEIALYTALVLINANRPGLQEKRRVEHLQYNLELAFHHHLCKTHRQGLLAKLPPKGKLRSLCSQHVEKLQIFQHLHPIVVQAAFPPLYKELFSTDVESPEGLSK
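Compounds are pin-transferred onto Drosophila Schneider cells expressing a copper-inducible Gal4–ROR gamma transactivation domain fusion. After 1 hr, copper sulfate is added to 700 uM final; luciferase is read 20 hr later.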
ELG1 repair inh: ELG1-dependent DNA repair inhibition. 330,000 tested, 2.3% active. Potency, µM (titrated, usually from 46.1 µM), for inactives: top-dose activity change, negative = inhibition, most hits filed as inhibitors. HEK293T ELG1-luciferase reporter, luminescence, 16 h; DNA damage induced by 5-fluorouridine; note: potency is the fitted concentration of half-maximal effect; % is set by controls: 0 for no effect and ±100 for the full control effect; nearly all actives have a fitted effect of over 55% in size
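Reporter activity after DNA damage by 5-fluorouridine is monitored. Compound-treated cells incubate 16 hr at 37 °C, then ONE-Glo is added for 30 min before luminescence reading.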
BRCA1 expr act: increases BRCA1 expression; 380,000 tested, 1.1% active; Potency, µM (highest dose often 46.1 µM), for the others: at the top dose activation, usual class: activators; MCF7-BRCA1-FFLuc reporter, luminescence, 48 h; response scale: scaled: vehicle 0%, 10 µM genistein 100%; note: potency is the fitted concentration of half-maximal effect; nearly all actives have a fitted effect of over 80% in size; some results filed as inactive show a strong effect at the top dose
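First, MCF7-BRCA1-FFLuc cells (2000/well) attach for 2 h; next, compounds are pin-added and incubated 48 h at 37 °C; finally, luciferase reagent is added and luminescence read after 15 min.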
Tb PFK block: blocks T. brucei phosphofructokinase. O15648. T. brucei PFK, ADP-Glo luminescence. Potency, µM (highest dose often 57.5 µM), for inactives: top-dose activity, negative = inhibition, actives largely listed as inhibitors. 330,000 tested, 0.17% active. AID 485367;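 note: potency is the fitted concentration of half-maximal effect; 0% = uninhibited 1x PFK enzyme wells and -100% = no-enzyme wells; nearly all actives have a fitted effect of over 60% in size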
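In TEA buffer at pH 8.0 with 5 mM MgCl2, enzyme (1.25 nM) converted F6P (0.5 mM) and ATP (0.1 mM) for 45 min at room temperature. ADP product was read by luciferase luminescence.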
FLuc counter: inhibits or activates purified firefly luciferase, miR-21 counter-screen. P08659. Potency, µM (titrated, usually from 57.5 µM), without a hit: at the highest dose activity change, negative = inhibition, usual class: inhibitors. 360,000 tested, 6.9% active. AID 588342. purified FLuc, Km substrates, luminescence inhibition;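 note: potency is the fitted concentration of half-maximal effect; plate controls were vehicle for no effect and reference inhibitor for full effect; nearly all actives have a fitted effect of over 55% in size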
Target sequence (P08659 whole entry, looked up): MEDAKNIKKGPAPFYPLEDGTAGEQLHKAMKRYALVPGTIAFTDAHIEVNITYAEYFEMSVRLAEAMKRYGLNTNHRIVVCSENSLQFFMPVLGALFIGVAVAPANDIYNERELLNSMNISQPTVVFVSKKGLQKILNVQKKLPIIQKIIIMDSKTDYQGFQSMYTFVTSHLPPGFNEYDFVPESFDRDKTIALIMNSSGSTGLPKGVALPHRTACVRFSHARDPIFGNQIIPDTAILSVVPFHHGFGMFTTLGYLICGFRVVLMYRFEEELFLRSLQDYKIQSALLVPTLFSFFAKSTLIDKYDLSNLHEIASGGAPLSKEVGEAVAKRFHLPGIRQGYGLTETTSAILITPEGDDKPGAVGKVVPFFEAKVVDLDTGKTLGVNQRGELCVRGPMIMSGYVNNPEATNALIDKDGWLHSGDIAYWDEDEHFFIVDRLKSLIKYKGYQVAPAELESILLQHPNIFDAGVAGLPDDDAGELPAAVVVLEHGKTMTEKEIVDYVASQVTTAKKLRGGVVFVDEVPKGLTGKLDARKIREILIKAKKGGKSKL
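Purified P. pyralis luciferase, 10 nM final, with Km-level 10 uM D-luciferin and 10 uM ATP in 50 mM Tris acetate pH 7.5, 10 mM Mg acetate, 0.01% Tween-20, 0.05% BSA; 6-point qHTS titration about 60 µM downward; luminescence read.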
VP16 counter: counter-screen for ROR gamma inhibitors: Gal4-VP16 reporter; Potency, µM (highest dose often 53.6 µM), for inactives: at the highest dose activity, negative = inhibition, most hits filed as inhibitors; 310,000 tested, 3.5% active; AID 2546; Drosophila S2 Gal4-VP16 UAS-luciferase, luminescence, 20 h;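 note: Gal4-VP16 expression switched on by copper sulfate through the metallothionein promoter; potency is the fitted concentration of half-maximal effect; % is set by controls: 0 for no effect and ±100 for the full control effect; nearly all actives have a fitted effect of over 50% in size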
Rab9 promoter act: activators of Rab9 promoter; Potency, µM (highest dose often 9.22 µM), inactives show top-dose activation, negative = inhibition, usual class: activators; AID 485297; 320,000 tested, 2.8% active; Huh7 Rab9 promoter-luciferase reporter, luminescence, 24 h; note: potency is the fitted concentration of half-maximal effect; % of control where 0% means no effect; nearly all actives have a fitted effect of over 60% in size
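Promoter activation is measured as luciferase luminescence in Huh7 cells stably transfected with a Rab9 promoter–luciferase construct, following 24 h compound exposure at 37 °C and 10 min reagent incubation at ambient temperature.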
TRPV1 ag: activates the human vanilloid receptor TRPV1. TRPV1-expressing cells, Fluo-8 calcium influx, agonist mode. activation, % at 8.33 µM. 320,000 tested, 0.19% active; in the data active = activation above about 80%; inconclusive = between about 30% and that limit; note: 0% is about no effect
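Fluo-8 calcium influx in TRPV1-expressing cells, kinetic read (ex 480/em 520 nm). Compound added and read 3 min for agonist activity, followed by capsaicin at EC20 final and 2 min further read for enhancement.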
NPC1 prom act: NPC1 promoter activation | Huh7 NPC1 promoter luciferase reporter, 24 h | Potency, µM (highest dose often 9.22 µM), for inactives: top-dose activation, usual class: activators | 320,000 tested, 2.4% active;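 note: potency is the fitted concentration of half-maximal effect; % of control where 0% means no effect; nearly all actives have a fitted effect of over 60% in size; reporter is driven by a mutant NPC1 promoter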
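NPC1 promoter–luciferase Huh7 cells; 24 h compound; luminescence.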
ELG1 genotoxic: inducers of genotoxicity in HEK293T ELG1-luciferase cells | HEK293T ELG1-luciferase reporter, luminescence, 16 h | Potency, µM (top dose mostly 46 µM), for the others: top-dose activity change, positive = activation, usual class: activators | 330,000 tested, 1.3% active; note: potency is the fitted concentration of half-maximal effect; % of control where 0% means no effect; nearly all actives have a fitted effect of over 60% in size
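HEK293T cells expressing luciferase-tagged ELG1 were exposed to compound or DMSO vehicle for 16 hr at 37 °C and 5% CO2. Luciferase activity was then measured with ONE-Glo after 30 min at room temperature.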
* = called active by the depositor; ? = inconclusive; nt = no result given; & = joins results of further samples; [ ] = remark or other dose. Unless noted, calls come from the whole dose curve; as a rule, active = well fitted curve in the direction sought with a large enough effect; inconclusive = small, poorly fitted or top-dose-only effect, or another doubt; inactive = no such curve, though single readings can be large; an effect the other way counts as inactive or inconclusive. An unsorted share of the library; any-hit rate near 15%.

[1] O=C1CC(Cc2ccccc2)C(=O)N1Cc1ccco1 (centres undefined)
[2] COc1ccc(C(=S)N2CCN(c3cccc(Cl)c3)CC2)cc1
[3] COCc1cc(C)nc(OCC(=O)N/N=C/c2ccc(OC)c(O)c2)c1C#N
[4] COc1ccc(-n2nc(C(=O)NCC(=O)N3CCN(Cc4ccccc4)CC3)c3ccccc3c2=O)cc1OC
[5] C(=N\Nc1nc(N2CCOCC2)nc(N2CCOCC2)n1)/c1cccnc1
[6] CC(C)COc1ccc(/C(O)=C2/C(=O)C(=O)N(CCN(C)C)C2c2ccncc2)cc1 (centres undefined)
[7] Cc1cc(C)nc(NCCO)n1
[8] O=c1c(Cl)c(N2CCOCC2)cnn1-c1nc2ccccc2[nH]1
assay / compound,1,2,3,4,5,6,7,8
p53 reactivation,8%,-6%&1%,8%,-1%,-1%,-4%,8%,17%
RORg inh,19%,-11%&-5%,-14%,10%,3%,22%,-12%,?
ELG1 repair inh,17%,8%&-2%,-20%,?,1%,1%,-18%,?
BRCA1 expr act,-3%,-4%,4%,-57%,8%,-6%,-2%,74%
Tb PFK block,5%,-1%&0%,2%,1%,1%,-2%,1%,-4%
FLuc counter,6%,2%&5%,2%,?,1%,-1%,6%,11µM*
VP16 counter,-14%,15%&4%,-3%,3%,0%[0.365 µM],-6%,-19%,?
Rab9 promoter act,5%,1%&-4%,0%,-2%,-3%,0%,-4%,1.6µM*
TRPV1 ag,6,3,1,18,?,2,6,2
NPC1 prom act,-2%,-6%&0%,-2%,0%,0%,-5%,1%,2.5µM*
ELG1 genotoxic,1%,-1%&-3%,0%,-5%,1%,1%,-3%,?

[9] COc1ccc(/C=C/C(=O)N(Cc2ccccc2)c2ccccn2)cc1OC
[10] COc1cc(C2=NOC(C(=O)Nc3cccnc3)C2)cc(OC)c1OC (centres undefined)
[11] CC(NC(=O)C(C)(C)C)C(c1cccs1)N1CCOCC1 (centres undefined)
[12] O=S(=O)(NCc1ccccc1)c1ccc2ccccc2c1
[13] CNC(=O)N(O)C1N(/N=C/c2cc(Br)ccc2O)C(=S)SC1(C)C (centres undefined)
[14] O=C(/C=C/c1ccc(Cl)cc1)OCC(=O)c1ccc[nH]1
[15] COc1ccc(OC)c(NC(=O)C2C3C=CC(C3)C2C(=O)NCc2ccccn2)c1 (centres undefined)
[16] C=CCSc1nnc2c(n1)OC(c1ccccn1)N(C(C)=O)c1ccccc1-2 (centres undefined)
assay / compound,9,10,11,12,13,14,15,16
p53 reactivation,-4%,3%,-3%,8%,-1%,15%,3%,-1%
RORg inh,-31%,-5%,16%,4%,16µM*,nt,6%,-10%
ELG1 repair inh,?,-8%,?,-2%,7%,?,?,-1%
BRCA1 expr act,-7%,-1%,0%,18%,-13%,56%,-5%,-15%
Tb PFK block,0%,0%,-4%,0%,0%,0%,-2%,2%
FLuc counter,-21%,2%,0%,-3%,-7%,-1%,3%,6%
VP16 counter,-20%,16%,-1%,-6%,?,nt,-3%,2%
Rab9 promoter act,-1%,-3%,-8%,-7%,-18%,-1%,0%,1%
TRPV1 ag,1,2,6,6,14,0,3,-2
NPC1 prom act,-2%,-6%,0%,-3%,0%,1%,7%,2%
ELG1 genotoxic,4%,8%,0%,-2%,2%,1%,-4%,2%

[17] O=C(CCNC(=O)c1ccc([N+](=O)[O-])cc1)NNC(=O)c1ccccc1F
[18] COc1ccc(-c2noc(N3CCC(C(=O)N(C)c4ccccc4C)CC3)n2)cc1
[19] CCS(=O)(=O)Nc1ccc2c(c1)OCO2
[20] CCOc1ccccc1C(=O)OCC(=O)Nc1ncc(C(F)(F)F)cc1Cl
[21] NC(=O)c1nn(CC(=O)Nc2cccc(S(=O)(=O)N3CCCCCC3)c2)c(=O)c2ccccc12
[22] Cc1cc(C)n(C(=O)COc2ccc(Cl)cc2Cl)n1
[23] O=C(Nc1ccc(S(=O)(=O)Nc2ncccn2)cc1)c1ccc2ncsc2c1
[24] COc1cc(OC)nc(-n2ncc(OC)c(Br)c2=O)n1
assay / compound,17,18,19,20,21,22,23,24
p53 reactivation,-6%,2%,-2%,0%,-21%,-2%,0%,2%
RORg inh,nt,37%,14%,18%,nt,-6%,21%,-30%
ELG1 repair inh,7%,?,-5%,1%,-27%,-3%,?,14%
BRCA1 expr act,-1%,-4%,32%,-4%,-35%,5%,-4%,-7%
Tb PFK block,3%,5%,2%,-6%,-1%,-1%,-7%,0%
FLuc counter,-1%,-14%,-1%,-2%,-4%,0%,?,-1%
VP16 counter,nt,-2%,-8%,-7%,nt,12%,2%,-3%
Rab9 promoter act,8%,-2%,-9%,-1%,-11%,-2%,-1%,1%
TRPV1 ag,-2,7,2,0,-2,2,-5,0
NPC1 prom act,2%,-8%,-2%,-2%,-6%,-3%,-1%,0%
ELG1 genotoxic,3%,-6%,2%,1%,0%,0%,8%,0%

[25] Cc1ccc(C)c(C(=O)Nc2c(C(N)=O)oc3ccccc23)c1
[26] CN(C)/C=N/c1nc2nccc(-c3ccccc3)n2n1
[27] COc1ccc(/C=N/NC(=O)c2sc3nc(C)cc(C)c3c2N)cc1
[28] CCc1cccc(NC(=O)NC(=O)Cn2nnc(C(=O)OC)c2C(=O)OC)c1
[29] COC(=O)c1nnn(-c2nonc2N)c1CSc1ccc(Cl)cc1
[30] CC(NC=O)c1nc2ccccc2n1CCc1ccccc1 (centres undefined)
[31] Cc1cccc(C2C3=C(Nc4[nH]n(-c5ccccc5)c(=O)c42)c2ccccc2C3=O)c1 (centres undefined)
[32] CC1(c2ccccc2Cl)NC(=O)N(CC(=O)NCCC2=CCCCC2)C1=O (centres undefined)
assay / compound,25,26,27,28,29,30,31,32
p53 reactivation,0%,-3%,-1%,-10%,-1%,nt,0%,0%
RORg inh,16%,-6%,-6%,-9%,-12%,3%,?,19%
ELG1 repair inh,?,?,16%,-4%,-9%,-7%,4%,-4%
BRCA1 expr act,-42%,-1%,39%,-2%,-16%,0%,-18%,-16%
Tb PFK block,-1%,-3%,1%,-2%,-3%,0%,-6%,0%
FLuc counter,-13%,-3%,9.5µM*,0%,8%,-2%,-13%,-4%
VP16 counter,-2%,2%,4%,-4%,-12%,-11%,1%,-11%
Rab9 promoter act,-7%,1%,2%,11%,4%,9%,1%,1%
TRPV1 ag,?,11,8,-5,7,4,2,-3
NPC1 prom act,-1%,-4%,2%,-6%,-4%,-5%,0%,-4%
ELG1 genotoxic,-5%,2%,3%,1%,-2%,-2%,0%,-7%

Ordered by molar mass (descending): part of the list above.
[32] CC1(c2ccccc2Cl)NC(=O)N(CC(=O)NCCC2=CCCCC2)C1=O (centres undefined)
[3] COCc1cc(C)nc(OCC(=O)N/N=C/c2ccc(OC)c(O)c2)c1C#N
[29] COC(=O)c1nnn(-c2nonc2N)c1CSc1ccc(Cl)cc1
[24] COc1cc(OC)nc(-n2ncc(OC)c(Br)c2=O)n1
assay / compound,32,3,29,24
p53 reactivation,0%,8%,-1%,2%
RORg inh,19%,-14%,-12%,-30%
ELG1 repair inh,-4%,-20%,-9%,14%
BRCA1 expr act,-16%,4%,-16%,-7%
Tb PFK block,0%,2%,-3%,0%
FLuc counter,-4%,2%,8%,-1%
VP16 counter,-11%,-3%,-12%,-3%
Rab9 promoter act,1%,0%,4%,1%
TRPV1 ag,-3,1,7,0
NPC1 prom act,-4%,-2%,-4%,0%
ELG1 genotoxic,-7%,0%,-2%,0%

Next entries
[33] COc1ccccc1NC(=O)NCCN1CCCCC1
[34] Cn1c(=O)c2sccc2n(Cc2ccc(Br)cc2)c1=O
[35] COc1cc(NC(=O)NC(C)(C(F)(F)F)C(F)(F)F)cc(OC)c1OC
[36] NCCCCC(=O)O
[37] CCn1c(SCC(=O)N/N=C/c2ccc(C)s2)nc2ccccc21
assay / compound,33,34,35,36,37
p53 reactivation,?,nt,1%,-3%,29%
RORg inh,0%,62%,21%,-4%,?
ELG1 repair inh,-2%,16%,-27%,20%,?
BRCA1 expr act,11%,-22%,-2%,-18%,-65%
Tb PFK block,5%,2%,2%,-2%,0%
FLuc counter,4%,1%,-1%,-1%,-11%
VP16 counter,-1%,0%,6%,-18%,?
Rab9 promoter act,3%,-15%,-2%,-1%[46.1 µM],-18%
TRPV1 ag,-1,-1,26,0,17
NPC1 prom act,-4%,-7%,1%,-6%[46.1 µM],-16%
ELG1 genotoxic,0%,?,0%,-7%,-3%
